C8 TRAIL sens = viability loss with TRAIL in NB7+C8 cells, primary screen, TRAIL sensitizer project, cell-based, ATPlite luminescence; inhibition (viability loss, TRAIL sensitization), % at 10 µM; 1% of 360,000 active; AID 624354, 2012;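 active = compounds causing at least 50% loss of cell viability in the single-dose screen, relative to plate controls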
NCOA3 inh = SRC3 coactivator transcriptional activity inhibitors, primary screen, cell-based, luminescence | Nuclear receptor coactivator 3 (Homo sapiens), Q9Y6Q9 | HEK293 GAL4-SRC3 luciferase reporter | inhibition, % at 3.6 µM | 0.17% of 360,000 active;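 active = inhibition above a per-campaign cutoff, the mean of all compounds plus 3 SD, cut at about 60% in these data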;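 also: 0% = DMSO-treated cells and 100% = gossypol-treated cells at 36 µM; higher means less SRC3-driven luciferase light from the GAL4 reporter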
TLR9-MyD88 block = inhibitors of TLR9-MyD88 association in cells, primary screen, cell-based, CHO, BLA complementation, fluorescence; 0.21% of 340,000 active; CCF4 FRET ratio; Toll-like receptor 9 (Homo sapiens) + Myeloid differentiation primary response protein …; inhibition, % at 4.98 µM;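 active = inhibition above the mean over all tested compounds plus 3 SD, cut at about 21% in these data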;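 also: 0% = DMSO only wells and 100% = clavulanate BLA inhibitor control wells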
TROY signal inh = inhibitors of TROY-driven NF-kB signaling, primary screen, Q293 LMP1-TROYcd cells, NF-kB luciferase, uHTS; Q293 LMP1-TROYcd NF-kB luciferase reporter, 4 h; AID 1347056, 2019; inhibition, % at 10 µM; 0.98% of 360,000 active;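 active = compounds whose plate-normalised and pattern-corrected inhibition of the luciferase reporter signal at the single screening dose is 50% or more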
LMP1 NFkB inh = EBV LMP1-driven NF-kappaB luciferase reporter inhibitors, primary screen, cell-based, luminescence, single point; 0.69% of 350,000 active; inhibition, % at 12.5 µM; LMP1-induced NF-kappaB luciferase reporter cells; in the data active = inhibition above about 41%;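 also: 0% = neutral control wells and 100% = reference inhibitor control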
NCOA1 inh = SRC1 coactivator transcriptional activity inhibitors, primary screen, cell-based, luminescence; Nuclear receptor coactivator 1 (Homo sapiens), Q15788; HEK293 GAL4-SRC1 luciferase reporter; inhibition, % at 3.6 µM; 0.12% of 360,000 active;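 active = inhibition above the campaign mean plus 3 SD, with each screening campaign given its own cutoff, cut at about 60% in these data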;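 also: 0% = DMSO treated cells and 100% = gossypol at 36 µM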
Target sequence (Q15788 whole entry, looked up, the tested form may be a part): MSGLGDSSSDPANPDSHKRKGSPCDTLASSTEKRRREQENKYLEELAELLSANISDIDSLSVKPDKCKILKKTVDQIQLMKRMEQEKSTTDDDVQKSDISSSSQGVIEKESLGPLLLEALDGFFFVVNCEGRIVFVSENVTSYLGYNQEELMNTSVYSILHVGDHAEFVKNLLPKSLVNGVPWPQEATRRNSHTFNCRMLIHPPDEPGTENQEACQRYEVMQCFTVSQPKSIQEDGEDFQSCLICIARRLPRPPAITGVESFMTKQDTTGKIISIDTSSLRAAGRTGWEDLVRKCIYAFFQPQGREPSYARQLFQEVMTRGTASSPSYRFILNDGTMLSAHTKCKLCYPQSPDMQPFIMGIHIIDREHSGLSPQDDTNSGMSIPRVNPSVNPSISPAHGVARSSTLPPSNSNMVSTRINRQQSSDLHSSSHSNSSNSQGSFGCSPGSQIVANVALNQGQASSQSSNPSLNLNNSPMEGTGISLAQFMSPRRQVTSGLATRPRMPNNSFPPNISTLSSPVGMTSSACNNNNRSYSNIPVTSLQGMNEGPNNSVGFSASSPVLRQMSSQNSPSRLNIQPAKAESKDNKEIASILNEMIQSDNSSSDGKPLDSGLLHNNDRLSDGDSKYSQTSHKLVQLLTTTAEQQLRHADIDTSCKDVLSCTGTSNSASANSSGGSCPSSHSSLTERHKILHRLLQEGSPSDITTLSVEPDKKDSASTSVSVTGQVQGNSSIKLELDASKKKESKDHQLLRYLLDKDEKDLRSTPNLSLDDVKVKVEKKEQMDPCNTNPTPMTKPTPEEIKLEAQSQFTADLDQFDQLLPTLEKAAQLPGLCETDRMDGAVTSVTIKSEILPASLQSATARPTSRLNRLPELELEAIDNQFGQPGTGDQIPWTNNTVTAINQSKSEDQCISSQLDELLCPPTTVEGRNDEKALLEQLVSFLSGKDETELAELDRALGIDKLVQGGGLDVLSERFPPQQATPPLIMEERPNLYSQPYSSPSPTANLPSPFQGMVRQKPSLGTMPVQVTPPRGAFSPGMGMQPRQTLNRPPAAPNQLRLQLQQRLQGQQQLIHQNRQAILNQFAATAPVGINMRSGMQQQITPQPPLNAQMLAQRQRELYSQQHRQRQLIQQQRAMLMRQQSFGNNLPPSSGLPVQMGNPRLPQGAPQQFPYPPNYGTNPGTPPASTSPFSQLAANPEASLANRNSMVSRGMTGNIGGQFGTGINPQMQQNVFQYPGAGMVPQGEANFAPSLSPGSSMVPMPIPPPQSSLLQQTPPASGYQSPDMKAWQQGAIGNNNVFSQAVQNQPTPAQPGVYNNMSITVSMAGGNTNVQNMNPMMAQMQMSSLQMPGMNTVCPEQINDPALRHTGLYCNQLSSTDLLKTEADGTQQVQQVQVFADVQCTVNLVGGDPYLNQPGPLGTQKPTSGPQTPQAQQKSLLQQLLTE
LRH-1 inv ag = LRH-1 (NR5A2) inverse agonists, primary screen, cell-based, luminescence, HEK293T, StAR-luciferase reporter | inhibition, % at 3.6 µM | 0.13% of 360,000 active | AID 602396, 2012 | LRH-1 transfected, 24 h;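 active = inhibition above the mean inhibition of all tested compounds plus 3 SD, cut at about 73% in these data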;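 also: 0% = DMSO wells and 100% = reporter-only cells lacking LRH-1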
NR2F2 inh = NR2F2 transcriptional activity inhibitors, primary screen, cell-based, luciferase reporter, HEK293T, luminescence | AID 686940, 2013 | COUP transcription factor 2 (Homo sapiens), P24468 | inhibition, % at 8.6 µM | HEK293T NGFI-A luciferase reporter | 0.7% of 370,000 active;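 active = inhibition above a per-plate cutoff, mean inhibition of test wells between control levels plus 3 SD, cut at about 38% in these data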;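 also: cells cotransfected with COUP-TFII expression vector driving the NGFI-A reporter; 0% = median of COUP-TF2 test wells and 100% = reporter-only cells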
NOD2-RIPK2 inh = NOD2-RIPK2 binding disruptors in cells, primary screen, fluorescence, CHO cells, BLA complementation; Receptor-interacting serine/threonine-protein kinase 2 (Homo sapiens), O43353; inhibition, % at 4.98 µM; CCF4 ratio; 0.38% of 360,000 active; in the data active = inhibition above about 21%;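 also: 0% = vehicle only and 100% = reference blocker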
NCOA2 inhibitor = inhibition of GAL4-SRC2 driven luciferase reporter, primary screen, SRC2 inhibitor project, cell-based, luminescence | Nuclear receptor coactivator 2 (Homo sapiens), Q15596 | HEK293 GAL4-SRC2 luciferase reporter | inhibition, % at 9 µM | 0.17% of 370,000 active | AID 651957, 2012;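 active = inhibition above the mean inhibition of all tested compounds plus 3 SD, set per campaign, cut at about 52% in these data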;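 also: 0% = DMSO treated cells and 100% = cells given Gossypol at 36 µM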
Vif inh = HIV Vif self-association inhibitors, primary screen, imaging, HEK293T, single point. 0.35% of 340,000 active. HEK293T cells, Vif self-association by quenched fluorescence, 24 h. AID 602346, 2012. inhibition, % at 7.49 µM; in the data active = inhibition above about 50%, passing the limit was not always enough; also: some results filed as inactive read as strong as hits
* marks the source's active call; other numbers are inactive results; nt = no result given.

SMILES	C8 TRAIL sens	NCOA3 inh	TLR9-MyD88 block	TROY signal inh	LMP1 NFkB inh	NCOA1 inh	LRH-1 inv ag	NR2F2 inh	NOD2-RIPK2 inh	NCOA2 inhibitor	Vif inh
CCCCNC(=O)C1c2ccccc2C(=O)N(c2ccc(OC)cc2)C1c1ccc(OC)cc1 (centres undefined)	-3	-18	-6	7	-11	-1	7	-13	1	-20	5
O=C(O)c1cccc(S(=O)(=O)Nc2cccc(S(=O)(=O)N3CCCCCC3)c2)c1	-1	-9	5	-1	10	0	0	15	-4	-24	-2
Cc1ccc(-c2nn3c(C)nnc3c3ccccc23)cc1S(=O)(=O)NC(C)c1ccccc1 (centres undefined)	29	21	-3	-8	4	-6	21	-29	4	-6	13
CCOC(=O)c1oc2ccc(S(=O)(=O)N3CCOCC3)cc2c1C	4	3	8	2	9	1	16	8	-13	-9	10
CC(NC(=O)c1ccccc1F)c1nnc(SCc2nc3ccccc3c(=O)[nH]2)n1C (centres undefined)	-4	14	-10	-8	-5	11	-14	0	4	-5	21
CNC(=S)N1CCC(NC(=O)C(Cc2ccccc2)NC(C)=O)CC1 (centres undefined)	3	2	1	-1	0	-6	-8	-5	-4	-20	0
O=C(O)c1ccccc1/C=N/NC(=S)NCc1ccccc1	-1	-10	9	-10	1	-6	-6	1	-16	-21	7
O=C(Nc1ccc(Cl)c(S(=O)(=O)N2CCCC2)c1)c1cc(=O)[nH]c2ccccc12	1	0	2	-9	-3	3	5	5	-4	-27	9
O=C(Nc1cccc(Cl)c1)c1ccccc1	13	-59	-5	-72	-12	-74	-114	-69	-8	-5	-5
COC(=O)C(CCSC)NS(=O)(=O)c1ccc(Cl)cc1 (centres undefined)	-7	13	-2	7	-12	-18	1	-4	-16	-3	-3
O=C(NCc1ccc(Cl)cc1)C1CCC(CNc2c(N3CCCCC3)c(=O)c2=O)CC1 (centres undefined)	15	4	1	-7	7	-15	6	0	-8	-11	nt
O=C(NCC(=O)N1CCCC1)c1ccc(Br)cc1	12	5	11	5	-15	-3	6	-5	0	-5	-1
COc1ccc(Cl)cc1NC(=O)CN(C)C(=O)c1cc2c(s1)CCCC2	4	15	-5	6	-4	-4	15	5	12	-11	-7
O=C(Nc1cc(-c2ccccc2)[nH]n1)c1ccc(Cl)cc1	7	-45	-7	-27	-39	-56	-103	-18	1	-39	-2
O=C(Nc1ccccc1)C(CCCCN1C(=O)c2ccccc2C1=O)N1C(=O)c2ccccc2C1=O (centres undefined)	-3	-3	9	-9	-5	-18	8	14	0	-9	-4
O=C(CNS(=O)(=O)c1ccc(F)cc1)N1CCN(c2ccc(F)cc2)CC1	-8	14	4	4	1	-3	6	6	-10	-14	-7
COc1ccc(C2(c3ccc(OC)cc3)NC(=O)N(CC(=O)Nc3ccccc3C)C2=O)cc1	-17	-48	2	26	0	-56	-1	1	-11	-8	3
O=C(NCc1csc(-c2cccs2)n1)Nc1ccc(F)cc1F	-8	6	7	-1	-2	-43	-4	1	4	-8	-5
COc1ccc(-c2cc3cc(OC)c(OC)cc3cn2)cc1OC	-6	-33	-5	-27	4	-55	-51	-40	-8	-44	2
CN(Cc1ccccc1)C(=O)COC(=O)c1ccc[nH]c1=O	-14	-32	5	-5	3	5	12	0	-4	16	2
O=c1[nH]c(=O)n(C2CCCCCC2)c(O)c1C=NCc1ccc(F)cc1	-5	2	-3	11	1	-5	5	-5	-12	29	24
Cc1ccc(S(=O)(=O)N(C(=O)c2ccco2)c2cc3sc(=O)oc3c3ccccc23)cc1	-4	14	-8	27	-5	-8	12	15	-10	-2	-5
Cc1ccc(/C=C/C(=O)NCCc2ccccc2)o1	-2	-60	8	1	-86	-52	-53	-13	-15	-34	4
COc1cccc(NC(=O)CN(C)C(=O)c2ccc(COc3ccccc3)o2)c1	0	-3	2	9	-6	-2	-12	-3	-10	-22	1
CC(=Cc1ccccc1)C=C1SC(=S)N(CCCC(=O)Nc2ccc(C(=O)O)cc2)C1=O	1	-55	nt	29	nt	-77	-12	0	-5	-1	5
COc1ccc2c(-c3ccccc3)cc(=S)[nH]c2c1	-21	-10	8	-14	-8	-2	-5	-1	1	-27	-14
COC(=O)c1ccc(Nc2c([N+](=O)[O-])ccc3nonc23)cc1	28	-4	3	0	11	-15	11	31	-3	-8	25
O=C(O)CN1C(=O)/C(=C\c2cn(-c3ccccc3)nc2-c2ccccc2)SC1=S	-10	4	-1	-6	-2	14	7	nt	-1	nt	7
O=C(Nc1ncnc2c1C(c1ccccc1)c1c(ccc3ccccc13)O2)c1ccccc1 (centres undefined)	59*	-8	-15	13	-3	2	11	13	-3	14	-1
COc1ccc(CNC(=O)C2CCC(CNS(=O)(=O)c3ccccc3)CC2)cc1 (centres undefined)	11	23	-1	5	-2	11	6	4	-5	-14	-14
Cc1ccc(N2CC(C(=O)NCc3ccccn3)CC2=O)cc1 (centres undefined)	-6	-10	3	6	16	-14	-9	8	-5	-9	2
CCN(CC(=O)Nc1c(F)cccc1F)C(=O)CSc1ccc(F)cc1	15	-2	-2	9	2	-16	2	16	3	-21	12
COc1ccc(CCNC(=O)CC2COc3ccccc3O2)cc1OC (centres undefined)	3	-1	-1	-6	-2	-7	-1	-11	-11	8	nt
COc1ccc(CNC(=S)Nc2cc(C)cc(C)c2)cc1	-1	10	-5	-11	10	-19	-12	9	-7	-9	nt
O=C(NNC(=S)Nc1ccc(C(=O)O)c(O)c1)c1ccncc1	-8	3	2	5	-2	4	9	20	-13	10	19
CC(C)CCC(CCN1CCOCC1)c1ccc2c(c1)OCO2 (centres undefined)	3	9	-5	-11	-2	7	-17	7	-3	4	-12
Cc1cccc(/C=N/Nc2ccc3ccccc3n2)c1	85*	49	7	84*	74*	36	21	32	10	7	-13
CN(CCO)c1cc(NCCCN2CCC(Cc3ccccc3)CC2)c2nonc2c1[N+](=O)[O-]	1	-2	-8	-19	-2	-22	-11	28	6	-18	-21
C/C(=N/NC(=O)CNC(=O)c1cccnc1)c1cccc([N+](=O)[O-])c1	3	9	-1	-10	-4	-9	11	10	-9	-6	4
CCN=C1S/C(=C\c2cc(OCC)c(O)cc2Br)C(=O)N1CC	-5	3	11	29	54*	2	10	11	1	-3	11
COCc1c(C(=O)N2CCN(c3ccccc3C)CC2)oc2ccccc12	4	7	-6	1	-2	4	-5	0	-7	0	1
CC(NC(=O)COC(=O)C1CCN(c2ccc(C(F)(F)F)cn2)CC1)c1ccc(Br)cc1 (centres undefined)	-6	12	-10	-4	-3	13	-31	3	-4	-24	nt
COc1ccc(CCNC(=O)COC(=O)CCC(=O)c2cccs2)cc1OC	-19	18	-10	8	5	11	31	-1	-14	-1	-7
O=C(/C=C/c1ccc(S(=O)(=O)N2CCOCC2)cc1)NCCc1ccc(C(F)(F)F)cc1	8	11	1	31	39	-2	12	21	3	2	15
Cc1noc(C)c1CSCC(=O)Nc1nc(-c2ccc(F)c(F)c2)cs1	27	-2	-69	72*	26	2	-30	22	1	15	-13
CC(C)(C)OC(=O)N[C@@H](CC(=O)OCc1ccccc1)C(=O)O	3	12	6	5	0	0	-14	-12	-4	-3	-1
O=C(NCC1CCCO1)c1cccc(N2C(=O)C3C4C=CC(C4)C3C2=O)c1 (centres undefined)	-4	5	-2	2	7	4	11	13	-2	6	22
CC(C)C[C@@H](CO)NC(=O)CC[C@H](NC(=O)OC(C)(C)C)C(=O)N(Cc1ccccc1)Cc1ccccc1	-16	-5	-8	3	1	-7	22	11	-4	13	-3
CCCCn1c(N)c(N(CCC(C)C)C(=O)c2ccc([N+](=O)[O-])s2)c(=O)[nH]c1=O	9	15	9	17	4	2	10	-1	2	-9	-5
O=C(NCCO)Nc1ccc(Cl)cc1	-8	21	4	5	-3	5	0	-8	-6	-22	-1

Among those listed so far, ten have an aryl methoxy group:
SMILES	C8 TRAIL sens	NCOA3 inh	TLR9-MyD88 block	TROY signal inh	LMP1 NFkB inh	NCOA1 inh	LRH-1 inv ag	NR2F2 inh	NOD2-RIPK2 inh	NCOA2 inhibitor	Vif inh
CCCCNC(=O)C1c2ccccc2C(=O)N(c2ccc(OC)cc2)C1c1ccc(OC)cc1 (centres undefined)	-3	-18	-6	7	-11	-1	7	-13	1	-20	5
COc1ccc(Cl)cc1NC(=O)CN(C)C(=O)c1cc2c(s1)CCCC2	4	15	-5	6	-4	-4	15	5	12	-11	-7
COc1ccc(C2(c3ccc(OC)cc3)NC(=O)N(CC(=O)Nc3ccccc3C)C2=O)cc1	-17	-48	2	26	0	-56	-1	1	-11	-8	3
COc1ccc(-c2cc3cc(OC)c(OC)cc3cn2)cc1OC	-6	-33	-5	-27	4	-55	-51	-40	-8	-44	2
COc1cccc(NC(=O)CN(C)C(=O)c2ccc(COc3ccccc3)o2)c1	0	-3	2	9	-6	-2	-12	-3	-10	-22	1
COc1ccc2c(-c3ccccc3)cc(=S)[nH]c2c1	-21	-10	8	-14	-8	-2	-5	-1	1	-27	-14
COc1ccc(CNC(=O)C2CCC(CNS(=O)(=O)c3ccccc3)CC2)cc1 (centres undefined)	11	23	-1	5	-2	11	6	4	-5	-14	-14
COc1ccc(CCNC(=O)CC2COc3ccccc3O2)cc1OC (centres undefined)	3	-1	-1	-6	-2	-7	-1	-11	-11	8	nt
COc1ccc(CNC(=S)Nc2cc(C)cc(C)c2)cc1	-1	10	-5	-11	10	-19	-12	9	-7	-9	nt
COc1ccc(CCNC(=O)COC(=O)CCC(=O)c2cccs2)cc1OC	-19	18	-10	8	5	11	31	-1	-14	-1	-7

Screening results: PubChem BioAssay, several laboratories

A portion of the library; count on the stated rates, not on these rows.
